GLP-1R agonist – GLP-1 receptor (human) agonism; HEK293 GLP-1R CRE-luciferase, luminescence, 4-6 h; cells express a hypersensitive GLP-1R form; Potency, µM (series often up to 45.6 µM), inactives show at the highest dose activation, actives largely listed as activators; 380,000 tested, 0.007% active; AID 624172; further: potency means the concentration at half of the fitted maximal effect; % of control where 0% means no effect
Target sequence (P43220 whole entry, looked up): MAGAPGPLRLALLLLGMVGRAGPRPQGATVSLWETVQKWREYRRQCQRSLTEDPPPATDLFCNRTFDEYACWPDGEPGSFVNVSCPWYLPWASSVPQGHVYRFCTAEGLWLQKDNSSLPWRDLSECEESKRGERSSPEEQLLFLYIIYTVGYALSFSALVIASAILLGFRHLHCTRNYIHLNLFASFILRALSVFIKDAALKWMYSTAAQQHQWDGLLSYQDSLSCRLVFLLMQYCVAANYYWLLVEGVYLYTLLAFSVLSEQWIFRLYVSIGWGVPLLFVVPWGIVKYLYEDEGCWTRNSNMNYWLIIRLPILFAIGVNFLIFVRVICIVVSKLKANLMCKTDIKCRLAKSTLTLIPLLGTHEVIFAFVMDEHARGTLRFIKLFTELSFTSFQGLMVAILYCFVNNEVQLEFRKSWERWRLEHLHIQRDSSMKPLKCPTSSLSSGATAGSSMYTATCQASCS
EPAC1 ag – EPAC1 (human) agonism | O95398 | EPAC1 agonist qHTS, biochemical assay; response scale: 100% = response to 6.5 mM cAMP | Potency, µM (highest dose often 154 µM), without a hit: at the highest dose activation, usual class: activators | 360,000 tested, 0.073% active; further: potency means the concentration at half of the fitted maximal effect; nearly all actives have a fitted effect of over 60% in size
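EPAC1 100 nM, Rap1B–BODIPY-GDP 250 nM, unlabeled GDP 50 uM; compound titration; 5 min RT; kinetic read ex480/em540 at 5-min intervals ×30 min; data normalized to 6.5 mM cAMP agonist control.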
GLP1R cytotox – cytotoxicity counter-screen for GLP-1 receptor inverse agonists; HEK293 cAMP-luciferase reporter cells, luminescence, 24 h; Potency, µM (highest dose often 38.3 µM), without a hit: top-dose activity change, negative = inhibition, most hits filed as inhibitors; 410,000 tested, 0.13% active;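 further: loss of luciferase light is scored as toxicity; potency means the concentration at half of the fitted maximal effect; on the % scale 0 is the no-effect control and ±100 the full control effect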
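Luminescence readout: signal drop marks cytotoxicity. Plated cells grew 12 h at 37 °C, 5% CO2, received 23 nL compound for 24 h, then got luciferase reagent, read after 12 min at RT.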
PI5P4Ka inh – inhibitors of human PI5P4K alpha; PI5P4Kalpha enzyme, ADP-Glo luminescence, 60 min; hits give low values; P48426; AID 652105; max response, %; 330,000 tested, 1.2% active; active means max response of -50% or lower; inconclusive means between -30% and -50%; inactive means -30% or higher; further: value at the top dose of about 77 µM; on the % scale 0 is the no-effect control and ±100 the full control effect
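Single end-point luminescence (ADP-Glo) quantified ADP from PI5P4Kalpha turnover; ATP 5 microM final, 1 h at RT, 0.1% CHAPS and 0.28 mM EGTA in HEPES pH 7.4.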
PLK1 PBD block – inhibitors of human PLK1 polo-box domain binding | P53350 | Plk1 PBD binding of FITC phosphopeptide, fluorescence polarization | Potency, µM, for the others: max response, negative = inhibition, hits mostly inhibitors | 360,000 tested, 2.8% active; further: potency means the concentration at half of the fitted maximal effect; series mostly up to about 57 µM; on the % scale 0 is the no-effect control and ±100 the full control effect; nearly all actives have a fitted effect of over 65% in size
EPAC1 antagonist – EPAC1 (human) antagonism. O95398. EPAC1 GEF assay, Rap1b-BODIPY-GDP exchange fluorescence. AID 720709. 360,000 tested, 0.14% active. Potency, µM (doses to about 115 µM), inactives show at the highest dose activity change, negative = inhibition, actives largely listed as inhibitors;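 further: potency means the concentration at half of the fitted maximal effect; plate controls were vehicle for no effect and positive control for full effect; nearly all actives have a fitted effect of over 50% in size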
GLP1R inv ag – acts as inverse agonist at human GLP-1 receptor | P43220 | HEK293 GLP-1R CRE-luciferase, luminescence, 24 h; GLP-1R form is constitutively active | Potency, µM (titrated, usually from 38.3 µM), without a hit: at the top dose activity change, negative = inhibition, usual class: inhibitors | 410,000 tested, 1.6% active | AID 624417; further: potency means the concentration at half of the fitted maximal effect; on the % scale 0 is the no-effect control and ±100 the full control effect; nearly all actives have a fitted effect of over 55% in size
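Cells are plated, allowed 12 hours at 37 deg C, then treated with compounds for 24 hr before luciferase detection reagent is added and luminescence is read after 12 min at room temperature. The HEK293 line carries constitutively active GLP-1R with a cAMP-responsive reporter.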
IL2 activator – IL-2 activation. AID 652025. IL-2 activation reporter assay, cell-based qHTS; stimulated with anti-CD3/CD4/CD28 beads; in transgenic mouse T cells. 360,000 tested, 0.065% active. activation, % (series mostly up to about 46 µM); in the data active means activation above about 50%; inconclusive means mostly about 30% to 49%; further: 0% is about no effect
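Unstimulated transgenic mouse T cells, 750 per well, received compound and, after 60 minutes, anti-CD3/anti-CD4 bead plus anti-CD28 stimulation. EGFP and DsRed were quantified after 18 hours.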
PTHR1 agonist – agonists of human PTHR1 parathyroid hormone receptor | 410,000 tested, 0.075% active | Potency, µM (titrated, usually from 115 µM), without a hit: at the top dose activation, actives largely listed as activators | HEK293 GP2 PTHR1 cells, GloSensor cAMP luminescence, 1 h; further: potency means the concentration at half of the fitted maximal effect; nearly all actives have a fitted effect of over 55% in size; some results filed as inactive show a strong effect at the top dose; inactives centre near -15; many of its hits are not listed in these tables
Target sequence (Q03431 whole entry, looked up): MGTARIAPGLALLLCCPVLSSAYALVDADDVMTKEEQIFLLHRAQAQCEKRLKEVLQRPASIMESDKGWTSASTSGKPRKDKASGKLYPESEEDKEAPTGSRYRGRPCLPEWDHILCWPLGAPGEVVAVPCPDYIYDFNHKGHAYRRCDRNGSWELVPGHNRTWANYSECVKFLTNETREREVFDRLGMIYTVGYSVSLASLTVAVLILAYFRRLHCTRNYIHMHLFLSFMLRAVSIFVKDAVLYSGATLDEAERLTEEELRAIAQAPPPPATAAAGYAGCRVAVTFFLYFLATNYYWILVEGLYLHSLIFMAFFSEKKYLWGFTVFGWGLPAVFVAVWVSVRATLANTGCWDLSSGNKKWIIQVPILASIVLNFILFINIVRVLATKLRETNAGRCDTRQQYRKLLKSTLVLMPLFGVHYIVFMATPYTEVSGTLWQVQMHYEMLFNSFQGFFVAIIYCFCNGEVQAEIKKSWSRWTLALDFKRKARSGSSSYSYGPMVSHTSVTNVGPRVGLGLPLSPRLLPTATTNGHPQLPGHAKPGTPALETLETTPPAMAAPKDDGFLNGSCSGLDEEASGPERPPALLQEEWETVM
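HEK-293-derived GP2 cells expressing PTHR1 and a GloSensor cAMP reporter, 3,000/well, plated overnight, given luciferin plus IBMX (each 0.5 mM as added) for 1 h at 37 °C, then compound for 1 h at 37 °C. Luminescence was read after 15 min at room temperature.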
* marks the source's active call; other numbers are inactive results; i = inactive; ? = inconclusive; · = not tested or not shown; & = joins results of further samples; [ ] = remark or other dose. Unless noted, the call rests on the fitted dose curve; in most records, active means well fitted curve in the direction sought with a large enough effect; inconclusive means small, poorly fitted or top-dose-only effect, or another doubt; inactive means no such curve, though single readings can be large; an effect the other way counts as inactive or inconclusive.

smiles	GLP1R cytotox	PTHR1 agonist	EPAC1 antagonist	EPAC1 ag	GLP1R inv ag	PLK1 PBD block	GLP-1R agonist	PI5P4Ka inh	IL2 activator
Cc1cc(C(=O)CN2C(=O)NC(c3ccccc3)(c3ccccc3)C2=O)c(C)n1Cc1ccco1	2%	-13%[57.5 µM]	-13%	2%	?	-8%	-12%	-4	5.3
CC1=NS(=O)(=O)NC(C)(C)C1	-10%	i	2%	0%	2%	-1%	-1%	3	-0.4
CC(=O)Nc1cccc(CNCc2cccc(NC(C)=O)c2)c1	-18%	i	-9%	-1%	4%	-5%	-2%	2	-1.9
CCOC(=O)/C=C1\SCC(=O)N1CC(=O)NCc1cccc(Cl)c1	7%	-7%	12%	-3%	19%	2%	4%	2	-1.4
COC(=O)[C@@]12C[C@@H](CC(=O)N3CCOCC3)C(=O)N(Cc3cccc4ccccc34)C1=CCC(C)(C)C2	-17%	-43%[inhibitor]	-14%	0%	?	-3%	·	5	0.3
CC(=O)Nc1ccc(NC(=O)c2sc(-c3ccccc3)nc2C)cc1	-11%	i	8%	0%	16%	-2%	8%	0	0.1
CCn1c(SCC(=O)Nc2nc(C)cs2)nnc1-c1ccncc1	-1%	i	7%	8%	2%	1%	12%	-5	1.7
CCCCc1cc(=O)oc2cc(C)cc(OC(C)C(=O)NCc3ccccn3)c12 (stereo not drawn)	-5%	-6%	-6%	-11%	-3%	2%	3%	11	-0.6
CCOc1ccc(CC(=O)NNC(=S)Nc2ccccc2)cc1Br	10%	-77%[inhibitor]	?	-21%	12%	?	-5%	5	-0.8
CCC(C)NC(=O)C1CCC(CNS(=O)(=O)c2ccc3c(c2)N(C(C)=O)CCO3)CC1 (stereo not drawn)	-5%	i	0%	1%	9%	27µM*	3%	-12	-2.5
CCOC(=O)c1c(C)nc2sc3c(=O)n(-c4ccc(OC)cc4)cnc3c2c1-c1ccc(OC)cc1	-10%	i	4%	0%	6%	-6%	-15%	-6	-0.7
NC(=Nc1ccccc1)NC(=O)c1nc(Cl)c(N)nc1N	-14%	-23%	2%	3%	1%	-13%	-3%	3	-0.5
CC(C)(C)NC(=O)CSc1n[nH]c(=O)n1-c1ccccc1	-5%	i	7%	1%	0%	-5%	-5%	·	-1.2
C/C(=N/NC(=O)c1ccc(C)s1)c1cccc(NC(=O)COc2ccc(Cl)cc2Cl)c1	-2%	-31%[inhibitor]	4%	-8%	43%[activator]	-7%	7%	4	2.2
CCn1c(Cc2ccccc2)nnc1SCC(=O)N1CCCCC1	-14%	0%[57.5 µM]	-1%	0%	-30%	-8%	-7%	-2	-2.5
CCN(CC)C(=O)OCCc1cc2ccccc2c(=O)o1	0%	i	-9%	8%	1%	-27%	-2%	-22	0.6
O=C(CSc1n[nH]c(-c2ccncc2)n1)NCCc1ccccc1	0%	i	-4%	-5%	3%	-1%	-19%	4	-1.8
CC(=O)N1CCc2cc(S(=O)(=O)N3CCc4ccccc4C3)ccc21	-6%	-25%	-4%	-14%	27%	-2%	-7%	2	-0.7
CCOC(=O)Cc1cc(-c2ccc(F)cc2)nc2ccc3ccccc3c12	1%	-54%[inhibitor]	-9%	-5%	-11%	-4%	0%	-5	-2.2
Cc1nc(N2CCN(c3ccccn3)CC2)c2c(C)c(C(=O)Nc3ccc(F)cc3)sc2n1	0%	-10%	-18%	2%	17%	-14%	18%	-4	-0.6
CC(C)NC(=O)NC(=O)COC(=O)CCCSc1nc2ccccc2s1	-7%	i	9%	7%	9%	2%	6%	0	0.7
COc1ccc(NC(=O)N2CCOCC2)cc1OC	-26%	-9%	7%	-2%	8%	1%	6%	-2	-1.2
O=C1C(=O)N(CCS(=O)(=O)c2ccccc2)c2ccc(F)cc21	3%	-22%	-21%	-11%	2%	-1%	-4%	-2	0.9
CCOc1ccccc1N1CC(C(=O)N2CCc3ccccc32)CC1=O (stereo not drawn)	-3%	-13%[57.5 µM]	-5%	-7%	1%	-1%	-10%	-3	0.0
CCOC(=O)c1cn(CC)c2ccc(Br)cc2c1=O	2%	i	-7%	1%	-4%	-8%	2%	·	-1.8
Cc1ccc(C(=O)Nc2nc(C(N)Cc3ccc(C(F)(F)F)cc3)cs2)cc1 (stereo not drawn)	-17%	-7%	-4%	-23%	?	-9%	-5%	2	-0.4
O=S(=O)(c1ccccc1Br)N1CCC(O)(c2cccnc2)CC1	0%	-6%	-2%	1%	5%	-15%	16%	0	-0.7
CCOc1ccc(CCNC(=O)CCS(=O)(=O)c2ccc(C)cc2)cc1OCC	1%	i	1%	-4%	20%	-2%	4%	-13	-2.4
N#C/C(=C\c1ccccc1)c1ccccn1	10%	-74%[inhibitor]	-9%	1%	23%	-16%	1%	1	0.3
O=C(Nc1cccc(F)c1)C1CCCN(S(=O)(=O)c2cccc3cccnc23)C1 (stereo not drawn)	-16%&-7%	-16%&-3%	-3%	-1%	?	-2%	-4%	-6	-2.3
O=C1CCC(C(=O)N2CCSCC2)CN1Cc1ccc(Cl)cc1 (stereo not drawn)	-23%	i	0%	2%	-17%	-1%	1%	0	-0.4
COc1cccc(C(=O)Nc2nc3ccc(S(C)(=O)=O)cc3s2)c1	-2%	-17%	-7%	7%	2%	?	13%	-59*	-1.4
COCCCNC(=O)c1cccc2c(=O)c(C)c(-c3ccccc3)oc12	-13%	i	-4%	-2%	3%	5%	10%	0	0.3
Cc1ncc(CO)c(CO)c1O	5%	-48%	-1%	-8%	7%	4%	-3%&6%	3	0.3
CN(C)CCN(C)C1CN(Cc2ccc([N+](=O)[O-])cc2)S(=O)(=O)C1 (stereo not drawn)	-5%	-25%	-2%	-23%	-7%	1%	-2%	-7	-0.8
CCCOc1ccc(/C=C2\SC(N)=NC2=O)cc1OC	-4%	i	-25%	7%	75%[activator]	-8%	14%	0	0.3
Cc1ccccc1C(=O)NC(=S)N(Cc1ccccc1)c1ccccn1	-11%	i	-16%	-6%	-27%	?	14%	-4	1.7
COc1cc(Cl)c(C)cc1NC(=O)COC(=O)C1=COCCO1	19%	-12%	-2%	4%	6%	0%	1%	4	-0.2
CN(C)C(=O)CN1CCN(C(=O)CCl)CC1	-2%	-14%	-14%	0%	21%	4%	-4%	1	0.5
CC(C)=NOc1nc(N2CCOCC2)nc(N2CCOCC2)n1	5%	i	11%	0%	16%	-6%	-13%	-1	0.2
O=C(O)CC/C(=N\NC(=O)CNC(=O)/C=C/c1ccccc1)c1ccccc1	1%	i	-4%	-1%	-11%	2%	-4%	-2	-2.3
CCC/C(O)=C1\C(=O)CCCC1=NCCc1ccc(OCC)c(OCC)c1	0%	-7%	-6%	14%	-13%	-4%	11%	7	-5.0
COC(=O)C(NC(=O)c1ccco1)(Nc1ccc(Br)cn1)C(F)(F)F (stereo not drawn)	-11%	i	7%	0%	?	-1%	-7%	5	0.0
CCc1c(C)nc2cc(-c3ccc(OC)c(OC)c3)nn2c1NCC1CC1	-30%	i	-9%	16%	0%	1%	-15%	-8	-6.4
CCOC(=O)Cc1csc(NC(=O)c2ccc(Cl)nc2)n1	-6%	i	-2%	-4%	-13%	1%	-6%	·	0.9
O=C(OCC1OC(n2cc(Br)c(=O)[nH]c2=O)C(Br)C1O)c1ccccc1 (stereo not drawn)	1%	-5%	-2%	8%	18%	1%	-4%	7	0.7
CCOC(=O)Cn1cnc2sc3c(c2c1=O)CCC3	-17%	-14%[57.5 µM]	7%	1%	7%	-10%	-1%	-18	0.1
CCCn1nnc(NC(=O)c2ccc3c(c2)OCO3)n1	15%	-10%	-10%	6%	2%	-9%	0%	-10	-4.9
O=c1oc2c3c4c(cc2s1)CCCN4CCC3	1%	i	-22%	12%	4%	27µM*	1%	·	1.4
CC(=O)c1cccc(N2C(=O)C3C(C(=O)Nc4cc(C)on4)C4(C)C=CC3(O4)C2C(=O)NC(C)(C)C)c1 (stereo not drawn)	-14%	i	7%	9%	1%	-2%	-3%	-4	-2.1
CCOc1ccccc1NC(=O)COC(=O)CN(C)S(=O)(=O)c1ccc(C)cc1	18%	i	-17%	-1%	17%	27µM*	4%	3	0.8
N#Cc1cc(C(=O)c2cc(Cl)ccc2O)cn(CC2CCCO2)c1=O (stereo not drawn)	10%	-51%[inhibitor][57.5 µM]	-11%	1%	-10%	-2%	0%	0	-1.8
COc1ccc(CCNC(=O)C2CCCN(S(=O)(=O)c3ccc4c(c3)oc(=O)n4C)C2)cc1OC (stereo not drawn)	0%	-20%	·	·	2%	·	2%	·	·
COc1ccc(-c2[nH]ncc2CNCC(C)(C)N2CCOCC2)cc1F	26%	-8%	-13%	1%	14%	-16%	7%	3	0.3
COCCN(Cc1ccc(C)c(Br)c1)C(=O)Cn1cnc(S(=O)(=O)N2CCCC2)c1	-4%	-45%	16%	2%	-31%	9.5µM*	-1%	3	-2.3
CCOc1ccc(NC(=O)COc2cccc3c2CCN(Cc2cccnc2)C3=O)cc1	-2%	-49%[inhibitor]	16%	2%	11%	3%	2%	7	2.5
C/C(=N\NC(=O)c1cc(C)nc2ccccc12)c1ccccn1	3.2µM*	-96%[inhibitor]	-8%	-14%	?	0%	-6%	1	0.6

Source: PubChem

An excerpt; count on the stated rates, not on these rows.
